MEKK2 WT-MEK5: raises or lowers MEK5 binding to wildtype human MEKK2 PB1 domain; bead flow cytometry, Alexa488-MEK5 binding to MEKK2 WT; actives lie on both sides; binding response (% of control), % at 10 µM; 1.1% of 290,000 active; Q9Y2U5; in the data active means binding response below about 67% or above about 130%
V1R ag counter: counter-screen for oxytocin receptor agonists: human V1a receptor agonists; P37288; 0.25% of 320,000 active; activation, % at 3 µM; CHO-V1R cells, Fluo-8 calcium fluorescence, agonist mode; 0% DMSO, 100% 3 nM vasopressin;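 active means activation above the mean activation of all tested compounds plus 3 SD, per screening run, cut at about 20% in these data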;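 further: signal is peak over basal fluorescence ratio across a 100 second FLIPR read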
Target sequence (P37288 whole entry, looked up): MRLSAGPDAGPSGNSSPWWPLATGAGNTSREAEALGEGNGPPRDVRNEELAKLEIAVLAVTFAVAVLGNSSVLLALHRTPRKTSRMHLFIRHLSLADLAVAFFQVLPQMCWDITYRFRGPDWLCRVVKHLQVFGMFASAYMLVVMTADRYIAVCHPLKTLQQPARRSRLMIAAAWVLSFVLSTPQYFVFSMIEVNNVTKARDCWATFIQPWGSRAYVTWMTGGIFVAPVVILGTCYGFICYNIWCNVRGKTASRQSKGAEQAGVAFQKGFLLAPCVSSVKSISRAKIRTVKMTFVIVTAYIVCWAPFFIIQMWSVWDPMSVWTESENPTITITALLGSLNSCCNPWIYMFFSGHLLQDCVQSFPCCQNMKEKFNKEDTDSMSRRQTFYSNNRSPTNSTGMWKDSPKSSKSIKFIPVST
GalR3 antagonist: blocks the human galanin receptor 3; 0.44% of 360,000 active; AID 651719; HEK293 GalR3-CNG cAMP membrane potential fluorescence; galR3 body fused to GalR1 C-terminus; inhibition, % at 3 µM; O60755;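 active means inhibition above the screen-wide average plus 3 SD, cut at about 13% in these data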;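 further: forskolin and galanin both at EC90 stimulate the cells; cAMP rise reported by CNG channel membrane potential dye signal; 0% = forskolin plus galanin with DMSO and 100% = forskolin alone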
Target sequence (O60755 1-299 limits assumed): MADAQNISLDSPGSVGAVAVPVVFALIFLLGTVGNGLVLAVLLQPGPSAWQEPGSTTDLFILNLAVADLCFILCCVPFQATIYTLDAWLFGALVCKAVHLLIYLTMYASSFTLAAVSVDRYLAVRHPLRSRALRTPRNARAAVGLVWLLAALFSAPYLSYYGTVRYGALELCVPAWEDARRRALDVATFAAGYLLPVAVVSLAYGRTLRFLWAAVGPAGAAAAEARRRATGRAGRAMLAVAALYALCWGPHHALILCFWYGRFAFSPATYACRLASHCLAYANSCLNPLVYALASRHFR
PfM18AAP inh: PfM18AAP enzyme inhibition; inhibition, % at 7.35 µM; AID 1822; 1.2% of 290,000 active; recombinant PfM18AAP, H-Glu-NHMec fluorogenic cleavage;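 active means inhibition above the campaign mean inhibition over all tested compounds plus 3 SD, cut at about 28% in these data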;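 further: 0% = plate median of test compound wells and 100% = 2 mM ZnCl2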
OXTR agonist: agonists of human oxytocin receptor | CHO-OTR cells, Fluo-8 calcium fluorescence; normalized: DMSO 0%, oxytocin 100% | activation, % at 3 µM | P30559 | 0.32% of 320,000 active;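 active means activation above the mean of all tested compounds plus 3 SD, cutoff set per screening run, cut at about 20% in these data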;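 further: peak over basal fluorescence ratio from a 100 s FLIPR kinetic read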
Target sequence (P30559 whole entry, looked up): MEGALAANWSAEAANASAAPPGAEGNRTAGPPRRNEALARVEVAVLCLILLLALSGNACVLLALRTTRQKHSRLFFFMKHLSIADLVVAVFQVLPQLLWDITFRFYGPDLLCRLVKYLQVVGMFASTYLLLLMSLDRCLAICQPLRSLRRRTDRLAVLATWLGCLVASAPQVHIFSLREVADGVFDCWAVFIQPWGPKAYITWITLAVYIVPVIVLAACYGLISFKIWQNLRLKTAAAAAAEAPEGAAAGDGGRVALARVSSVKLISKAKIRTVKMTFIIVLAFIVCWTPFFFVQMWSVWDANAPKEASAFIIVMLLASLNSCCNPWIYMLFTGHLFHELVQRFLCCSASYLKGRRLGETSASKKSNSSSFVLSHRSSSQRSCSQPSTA
GPR7 antag: human neuropeptides B/W receptor 1 antagonism. P48145. GPR7-expressing cells, fluorescence antagonist assay. inhibition, % at 4.4 µM. 1.1% of 290,000 active; in the data active means inhibition above about 16%, passing the limit was not always enough;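 further: cells stimulated with the agonist NPW; 0% = agonist with vehicle and 100% = vehicle without agonist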
NALP1 inh: NALP1 inhibition | AID 2071 | inhibition, % at 10 µM | S. cerevisiae NALP1/ASC/caspase-1 growth, X-gal OD620, 72 h | 0.61% of 280,000 active; in the data active means inhibition mostly above about 24%, no sharp cut-off; inactive means mostly below about 32%; further: some compounds called inactive have numbers as strong as hits
OXTR potentiate: potentiators of human oxytocin receptor; 0.061% of 320,000 active; CHO-OTR cells, Fluo-8 calcium fluorescence, potentiator mode; 0% = oxytocin EC15, 100% = EC100; P30559; activation, % at 3 µM; AID 2445;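 active means activation above that plate's cutoff, the mean activation of tested compounds plus 3 SD, cut at about 6.6% in these data, passing the limit was not always enough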;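 further: 100% uses oxytocin at 75 nM as the full agonist control; some results filed as inactive read as strong as hits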
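assay system = CHO-OTR cells, human receptor | schedule = compound 6 min at room temperature before oxytocin, 100 s read | detection = Fluo-8 intracellular calcium fluorescence, ex 470-495, em 515-575 nm | evaluation = normalized max/min fluorescence ratio, % activation | control set = EC15 oxytocin alone as 0%, 75 nM oxytocin (EC100) as 100%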
MEKK2mut PB1 HTS: signal of MEK5 binding to mutant human MEKK2 PB1 domain | bead flow cytometry, Alexa488-MEK5 binding to MEKK2 mutant | AID 1530 | percent response, % at 10 µM | 0.35% of 290,000 active; in the data active means percent response above about 24%, passing the limit was not always enough; further: inactives centre near 1; some results filed as inactive read as strong as hits
Numbers without * were called inactive; · = no result given; & = joins results of further samples; [ ] = dose if it differs, or a comment.

SMILES	MEKK2 WT-MEK5	V1R ag counter	GalR3 antagonist	PfM18AAP inh	OXTR agonist	GPR7 antag	NALP1 inh	OXTR potentiate	MEKK2mut PB1 HTS
Cc1cc(C)c2c(c1)cc(C)c1nnc(SCC(=O)Nc3ccccc3N3CCOCC3)n12	102	-1.6	-2	-1	-1.9	-8	41	3	-5
Cc1ccc(-c2noc(CCCC(=O)NC3CCCCC3)n2)cc1	78	7.2	-9	-8	6.3	15	20	-14	-13
CCN1C(=O)CC(N2CCN(CC(=O)NC(C)C)CC2)C1=O (stereo not drawn)	102	0.3	-6	-8	0.0	2	-6	-5	1
CCCCNC(=S)N/N=C/c1ccc(C#N)cc1	89	0.6	-3	9	-2.2	1	11	-13	-6
COc1ccc(/C=N\NC(=O)c2ccc(Cn3cc(Br)c([N+](=O)[O-])n3)o2)c(OC)c1C	86	-0.5	-3	-12	-0.2	1	1	-1	-10
CCCCc1nnc(NC(=O)CSc2nc(O)c(Cc3ccccc3)c(=O)[nH]2)s1	107	0.7	3	-1	1.0	5	23	-3	1
Cc1ccc(CC2SC(N=C(N)N)=NC2=O)cc1 (stereo not drawn)	97	0.8	-3	6	0.5	14	21	-7	-2
CCc1nc(N)c(C#N)c(-c2cccnc2)c1C	101	0.1	-1	1	0.3	-11	20	1	1
CCOC(=O)C1(Cc2ccccc2C)CCCN(C(=O)c2sccc2C)C1 (stereo not drawn)	101	1.9	-6	-1	0.1	43*	11	-9	4
COc1ccc(NC(=O)CSc2nnc(Cc3cccs3)n2C)cc1	·	-0.7	-2	·	-1.1	·	·	-13	·
Cc1nccn1CC(O)COc1ccc(Cl)cc1Cl (stereo not drawn)	113	0.7	-9	-1	1.8	-8	19	1	3
CCOC(=O)N1CCN(C(=O)c2ccc3c(c2)N(Cc2ccc(F)cc2)CCS3)CC1	100	6.6	·	8	5.4	17	12	-6	-1
CC1(C)N=C(N)N=C(N)N1c1cccc(C(=O)O)c1	106	0.1	-3	-3	0.6	0	0	-2	3
CC(C)CCN1CCN(CC(c2ccccc2)c2ccccc2)CC1CCO (stereo not drawn)	102	0.7	-8	1	-0.1	9	18	0	-4
c1ccc2c(CSCCc3ccncc3)cccc2c1	109	0.6	1	-1	0.6	-8	-16	-12	6
Cc1ccc(C(=O)NCCNS(=O)(=O)c2ccccc2[N+](=O)[O-])cc1	97	1.0	-9	-4	0.5	12	20	-1	-1
COc1ccccc1OCCOc1ccc(/C=N/n2cnnc2)cc1	104	2.0	-3	-2	1.7	-5	0	-4	6
COc1cccc(-c2cc(C(F)(F)F)nc(N3CCCCC3)n2)c1	105	-0.8	-4	2	0.3	-2	8	-5	1
O=C(NC(=S)Nc1ccc(S(=O)(=O)Nc2ncccn2)cc1)c1cccc(Br)c1	92	1.5	-2	1	0.3	-4	5	-5	-6
O=C(c1ccc(Cl)cc1)C1CCN(CC(=O)N2CCCCC2)CC1	96	1.0	-10	6	1.0	-4	20	-6	0
Cc1ccc(-n2c(C)nnc2SC(C)C(=O)N2CCCC2)cc1 (stereo not drawn)	102	-0.6	-7	-4	-0.2	-6	-3	1	-2
CCOCCn1ccc2c(OCC(=O)Nc3ccccc3F)cccc2c1=O	·	-0.3	-4	·	-0.1	·	·	-12	·
CN(Cc1c(F)cccc1Cl)c1nnnn1-c1ccccc1	100	-1.5	-6	-2	-2.1	-5	28	1	2
COc1ccc(CNC(=O)C2CCCN(S(=O)(=O)c3ccc4c(c3)C(C)(C)C(=O)N4C)C2)cc1 (stereo not drawn)	0.0*[inhibitor]	4.1	-2	-4	1.7	4	14	-3	-22
COc1ccccc1Nc1nc(-c2ccc([N+](=O)[O-])cc2)nc2ccccc12	104	-0.6	0	-11	0.3	-9	·	-3	3
CC(C)c1ccc(NC2CCCN(C(=O)c3cccc4nccnc34)C2)cc1 (stereo not drawn)	104	1.6	-5	6	2.3	-10	10	-1	0
CN(C)CCCN=c1cc(-c2ccccc2)oc2ccc(Cl)cc12	97	·	-8	-4	·	16	8	·	-15
CCCc1cc(C(=O)Nc2nnc(C)s2)cs1	105	-1.1	-3	1	-1.6	3	5	-2	4
CCCCC(NC(=O)COc1cc2c(c3oc(=O)cc(C)c13)CCC(C)(C)O2)C(=O)O (stereo not drawn)	104	2.3	3	-6	-1.1	-5	-4	-13	11
CC(=O)CC(CC(=O)NC1CCCCC1)c1ccccc1 (stereo not drawn)	·	0.4	2	·	0.7	·	·	10	·
CCC1CSC(Nc2ccc(C(=O)/C=C/c3ccc(Oc4ccccc4)cc3)cc2)=N1 (stereo not drawn)	108	-0.3	-11	-4	1.2	3	41	-4	0
CC1CCC2(CC1)NC(=O)N(Cc1nnc(-c3cccs3)o1)C2=O (stereo not drawn)	95	8.8	3	-3	7.6	-5	14	-5	-7
CN(CCC(=O)Nc1ccc2c(c1)OCO2)Cc1ccccc1	105	0.3	-4	5	1.1	-2	17	-7	7
CC1CN=C(N(C(=S)Nc2ccccc2)c2cccc(C(F)(F)F)c2)S1 (stereo not drawn)	98	3.6	-5	-19	6.2	-5	28	-16	-2
O=C(COc1ccc(-c2ccccc2)cc1)N/N=C/c1cc(O)ccc1Br	103	3.6	0	-6	2.7	-11	28	-8	-1
COCCNC(=S)Nc1ccc2[nH]c(=O)[nH]c2c1	95	1.1	1	2	0.9	-4	-8	0	3
OCC(O)CSc1nc(-c2ccccc2)nc2c1CCC2 (stereo not drawn)	107	0.2	-5	3	1.2	2	32	9	0
Cc1cccc(Cn2c(N3CCN(C)CC3)nc3c2c(=O)n(C)c(=O)n3C)c1	103	-0.6	-1	-24	0.4	-12	25	0	5
CC1CC(C)CN(Cc2nc3c(c(=O)n(C)c(=O)n3C)n2CCN2CCOCC2)C1 (stereo not drawn)	93	-0.8	-1	-4	1.1	-10	5	-1	-5
Cc1c(C(=O)O)[nH]c2c1C(=O)CC(c1ccc(Cl)cc1)C2 (stereo not drawn)	91	0.3	-1	14	0.7	-10	·	4	-5
O=C(C1CC(=O)N(c2ccc(Cl)cc2)C1)N1CCN(Cc2ccc3c(c2)OCO3)CC1 (stereo not drawn)	98	8.4	-8	6	2.5	4	1	-4	-1
C/C(=N\Nc1ccc(C#N)cc1[N+](=O)[O-])c1ccc(O)cc1	84	2.6	-4	-1	1.4	7	8	-5	-16
O=C(COc1ccc(Cl)cc1Cl)NC(=S)Nc1ccc(CN2CCOCC2)cc1	120	4.1	4	-1	5.1	-7	8	-13	14
COc1ccc(C(=O)N2CCN=C2SC)cc1	100	-0.1	-5	5	-1.4	-13	12	-7	10
O=C(NCc1ccc2c(c1)OCO2)C1CCCN1C(=O)Nc1ccccc1 (stereo not drawn)	97	0.6	-9	-3	-0.4	-6	2	-5	-2
COc1ccc(CCC(=O)Nc2nc3ccccc3[nH]2)cc1OC	98	1.6	0	-3	1.0	1	2	-9	-3
COc1cccc(CNC(=O)CN(C)S(=O)(=O)c2ccc3c(c2)c(=O)n(C)c(=O)n3C)c1	98	-0.8	·	-7	-1.5	-7	10	-6	2
COP(=O)(OC)c1nc(-c2cccc3ccccc23)oc1NCc1ccccc1	92	-1.2	-13	4	-2.1	-4	25	-12	-2
Cc1ccc(Cn2ncc3c(N4CCN(C5CCCC5)CC4)ncnc32)cc1	102	-0.8	1	-3	-1.7	1	4	-13	1
CC1(c2ccc(Cl)cc2Cl)NC(=O)N(CC(=O)NC2CCCCC2)C1=O (stereo not drawn)	·	-0.3	-4	·	0.6	·	·	0	·
CCOC(=O)C1(C)NC(c2cccc(C)c2)C2C(=O)N(c3ccccc3)C(=O)C21 (stereo not drawn)	97	-0.1	-7	0	0.8	-4	-22	1	1
OC(CNCc1ccncc1)c1ccccc1 (stereo not drawn)	96	1.7	-7	-4	-0.1	-4	14	-2	-3
O=C(COc1ccc(Cl)cc1Cl)N/N=C/CCc1ccccc1	101	0.1	-10	-6	0.2	-4	-1	-1	3
Cc1ccc(C(=O)N/C(=C/c2cccs2)C(=O)NCCCn2ccnc2)cc1	99	0.3	1	0	-0.1	-4	22	2	-1
COc1ccc(O)c(C(=O)c2cnn(-c3ccccc3)c2)c1	98	-0.6	-10	-1	-0.4	-2	13	0	2
CCOc1ccc(S(=O)(=O)N(CC(=O)Nc2cccnc2)c2ccc(F)cc2)cc1	103	1.4	0	-7	0.1	-6	2	-12	3
CCc1nc2nc(C)c(NS(=O)(=O)c3ccc(Cl)s3)c(=O)n2[nH]1	102	0.2	-6	2	0.2	-1	-5	-4	-1
COc1ccc(-c2nc(CN3CCC(C(=O)N4CCOCC4)CC3)c(C)o2)c(OC)c1	108	-0.4	1	-2	0.0	-4	21	-9	6
O=C1c2cccc3cccc(c23)C(=O)N1OS(=O)(=O)c1ccc(Br)cc1	90	-0.8	-3	-1	-0.6	2	12	-8	-2
COc1ccc(Cl)cc1NC(=O)CN(C)CC(=O)Nc1c(C)n(C)n(-c2ccccc2)c1=O	·	0.9	-6	·	-0.3	·	·	-1	·

No new results follow: 4 of the compounds above.
SMILES	MEKK2 WT-MEK5	V1R ag counter	GalR3 antagonist	PfM18AAP inh	OXTR agonist	GPR7 antag	NALP1 inh	OXTR potentiate	MEKK2mut PB1 HTS
O=C(C1CC(=O)N(c2ccc(Cl)cc2)C1)N1CCN(Cc2ccc3c(c2)OCO3)CC1 (stereo not drawn)	98	8.4	-8	6	2.5	4	1	-4	-1
C/C(=N\Nc1ccc(C#N)cc1[N+](=O)[O-])c1ccc(O)cc1	84	2.6	-4	-1	1.4	7	8	-5	-16
O=C(COc1ccc(Cl)cc1Cl)NC(=S)Nc1ccc(CN2CCOCC2)cc1	120	4.1	4	-1	5.1	-7	8	-13	14
COc1ccc(C(=O)N2CCN=C2SC)cc1	100	-0.1	-5	5	-1.4	-13	12	-7	10

The list goes on.
SMILES	MEKK2 WT-MEK5	V1R ag counter	GalR3 antagonist	PfM18AAP inh	OXTR agonist	GPR7 antag	NALP1 inh	OXTR potentiate	MEKK2mut PB1 HTS
COc1ccc(C(=O)CN(Cc2ccccc2)C2=NCCS2)cc1	107	0.8	-9	0	-0.2	5	29	-10	0
N#C/C(=C\c1cccnc1)c1nc2ccccc2[nH]1	101	1.6	2	9	0.0	3	-15	-3	0
CC[C@@H]1C=C(C(=O)O)[C@H](c2ccc(Cl)cc2)N1S(=O)(=O)c1ccc(C)cc1	·	0.9	-1	·	0.4	·	·	-8	·
COc1cc(-c2ccc(=O)[nH]n2)ccc1OC(F)F	104&100	0.3	16*	0	0.2	-15	0	2	2&0
O=C(Cc1coc(-c2ccc(F)cc2)n1)NC1CCCCC1	104	-0.9	-5	-7	-2.2	0	-4	-9	3
CCOCCCNC(=O)C(Cc1ccccc1)NS(=O)(=O)c1ccc2c(c1)c(=O)n(C)c(=O)n2C (stereo not drawn)	77	-1.2	-2	-10	-1.5	-9	7	-9	-11
N#Cc1cccc(NC(=O)CC2CCCC2)c1	103	-0.4	-7	-11	-1.2	-11	6	-16	2
CC(CC(=O)Nc1ccc(-c2ccno2)cc1)n1cccn1 (stereo not drawn)	103	1.4	2	1	0.3	-12	35	-7	5
COCCN1C(=O)N[C@H](c2cccc(C(F)(F)F)c2)C(C(=O)OC)=C1C	92	-0.4	·	9	0.5	1	18	-2	-6
O=C(Nc1cccc(-c2ccc(N3CCOCC3)nn2)c1)c1ccccc1Cl	·	0.3	1	·	1.1	·	·	-11	·
OC1CCN(Cc2cccc3ccccc23)CC1	105	-0.7	0	-9	0.3	9	·	-3	-4

From PubChem BioAssay
